From PubChem BioAssay
Mac1 fbg enh – increases human CD11b/CD18 adhesion to fibrinogen. K562 CD11b/CD18 adhesion to fibrinogen, ATPlite luminescence. activation, % at 10 µM. actives 0.07% (n = 93,000);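 active = 10 µM primary screen giving 50% or more activity, confirmed by 40% or more on retest at that dose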; note: strong numbers were not always called active
ERa coact inh – blocks coactivator binding to human estrogen receptor alpha; actives 1.7% (n = 86,000); AID 629; inhibition, % at 25.6 µM; TR-FRET ER-alpha LBD / SRC-1 peptide, estradiol-bound; P03372; in the data active = inhibition above about 50%;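 note: 0% = receptor plus peptide control and 100% = peptide only without receptor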
HIV Rev-RRE inh – HIV Rev-RRE protein-RNA interaction inhibition | Rev peptide-RRE RNA binding, FRET | inhibition, % at 8 µM | actives 0.79% (n = 97,000) | AID 704;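 active = inhibition above the screen-wide mean plus 3 SD, cut at about 35% in these data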;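 note: 0% = median DMSO wells and 100% = median Neomycin B control wells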
Target sequence (P05866 whole entry, looked up): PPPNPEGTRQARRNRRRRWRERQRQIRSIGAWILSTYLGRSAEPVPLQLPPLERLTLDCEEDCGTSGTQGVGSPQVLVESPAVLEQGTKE
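Assay system: labelled RRE RNA duplex and labelled Rev peptide / Medium: HEPES pH 7.5 salt buffer with EDTA / Reagent: labelled Rev peptide / Schedule: 5 + 15 min at 25 °C / Signal: FRET, excitation 480 nm, emission 540 nm donor and 671 nm acceptor / Benchmarks: DMSO and neomycin B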
ERb SRC1 inh – blocks coactivator binding to human estrogen receptor beta; Q92731; TR-FRET ER-beta LBD / SRC1-Cy5 peptide binding; receptor agonist-loaded with 1 µM estradiol; inhibition, % at 25.6 µM; actives 1.3% (n = 86,000);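 active = compounds whose percent inhibition of the receptor-coactivator binding signal exceeds about 50% in the single-dose screen, limit read from the data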;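 note: 0% = receptor plus peptide wells without compound and 100% = peptide-only wells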
PLK1 PBD inh – Plk1 (human) PBD binding inhibition; P53350; Plk1 PBD phosphopeptide binding, fluorescence polarization; inhibition, %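 (tested at about 20 µM)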; actives 0.13% (n = 97,000); AID 693; in the data active = inhibition above about 34%, passing the limit was not always enough
Target sequence (P53350 whole entry, looked up): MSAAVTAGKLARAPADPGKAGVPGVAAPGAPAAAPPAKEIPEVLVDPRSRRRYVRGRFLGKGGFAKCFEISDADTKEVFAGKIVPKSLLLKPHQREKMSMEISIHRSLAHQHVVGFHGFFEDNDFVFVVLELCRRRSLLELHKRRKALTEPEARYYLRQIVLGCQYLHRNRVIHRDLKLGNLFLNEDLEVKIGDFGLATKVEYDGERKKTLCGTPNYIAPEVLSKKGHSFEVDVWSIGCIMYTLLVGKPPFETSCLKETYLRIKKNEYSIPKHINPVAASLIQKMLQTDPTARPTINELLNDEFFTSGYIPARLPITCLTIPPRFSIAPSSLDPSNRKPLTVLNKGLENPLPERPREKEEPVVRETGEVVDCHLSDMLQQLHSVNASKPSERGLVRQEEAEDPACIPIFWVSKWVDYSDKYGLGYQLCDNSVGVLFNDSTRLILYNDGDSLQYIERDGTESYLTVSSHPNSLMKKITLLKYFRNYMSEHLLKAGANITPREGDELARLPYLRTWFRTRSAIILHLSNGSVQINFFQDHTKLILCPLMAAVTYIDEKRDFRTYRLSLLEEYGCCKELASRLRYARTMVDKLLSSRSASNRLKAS
FAK blocker – inhibitors of human focal adhesion kinase. Q05397. biochemical FAK kinase activity assay. inhibition, %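 (tested at 7 µM)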. actives 0.84% (n = 97,000); in the data active = inhibition above about 19%;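 note: 0% = DMSO and 100% = reference compound high control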
ERa coact pot – enhances coactivator binding to human estrogen receptor alpha | coactivator binding (% of control), % at 25.6 µM | TR-FRET ERalpha-LBD/SRC-Cy5 coactivator binding, 2 h; 100 = basal binding, no effect | AID 639 | P03372 | actives 1.3% (n = 86,000); in the data active = activity above about 200%;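 note: binding measured in presence of low estradiol as agonist stimulus; 0% = peptide alone without receptor and 100% = receptor with peptide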
PLK1 inh – blocks human PLK1 kinase activity. inhibition, % at 10 µM. recombinant PLK1 kinase, TR-FRET peptide phosphorylation. actives 0.53% (n = 97,000). P53350;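 active = inhibition of 50% or more in the single-concentration screen; inactive = inhibition below 50%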;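 note: 0% = DMSO max control and 100% = H-89 dihydrochloride min control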
Mac1 fbg inh – inhibitors of human CD11b/CD18 binding to fibrinogen. K562 CD11b/CD18 adhesion to fibrinogen, ATPlite luminescence; Mn2+ added to activate the integrin. AID 1497. P05107+P11215. inhibition, % at 10 µM. actives 0.54% (n = 93,000);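 active = primary inhibition of 50% or more at 10 µM, then 40% or more on retest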; note: some results filed as inactive read as strong as hits
The depositor's hits bear a star; . = not tested or not shown; [ ] = dose if it differs, or a comment.

Each structure is followed by: Mac1 fbg enh, ERa coact inh, HIV Rev-RRE inh, ERb SRC1 inh, PLK1 PBD inh, FAK blocker, ERa coact pot, PLK1 inh, Mac1 fbg inh
> Cc1ccc2nc(SCC(=O)N(CC(C)C)c3c(N)n(CC(C)C)c(=O)[nH]c3=O)[nH]c2c1
→ 1, -4, 3, 2, 19, 0, 92, -18, 34
> CCSc1nc(C)c(C(C)=O)cc1C#N
→ 2, 23, 0, -2, -10, 0, 110[fluorescence artefact?], 2, -10
> COc1ccc(C2CC(c3ccccc3)Nc3nc(N)nn32)cc1 (stereo not drawn)
→ 0, -4[fluorescence artefact?], -4, -6[fluorescence artefact?], -13, 0, 106[fluorescence artefact?], -6, 6
> Cc1ccc2c(c1)N(Cc1ccc3c(c1)OCO3)C(=O)C(C)O2 (stereo not drawn)
→ 0, 5[fluorescence artefact?], 13, -5, -10, -1, 101, -9, -13
> Cc1cc(C)c(C#N)c(Nc2ccc3c(c2)OCCO3)n1
→ 0, -9, -1, -6, -3, -1, 123, -4, -7
> O=C(Cn1ncc2c(=O)oc3ccccc3c21)N1CCCN(Cc2ccccc2F)C1
→ 5, -1, ., -6, ., ., 145, ., 0
> O=C(NCc1cccnc1)C1CCCN(S(=O)(=O)c2ccc(Cl)cc2)C1 (stereo not drawn)
→ -3, -4, 7, -5, -34, 1, 112, -6, 3
> O=C(C1CCN(S(=O)(=O)c2cccc3nsnc23)CC1)N1CCCc2ccccc21
→ ., -1, 4, -13, 3, 1, 88, -4, .
> Cc1cccc(CC(=O)Nc2c3c(nn2-c2cccc(Cl)c2)CS(=O)C3)c1 (stereo not drawn)
→ ., 3, 5, 5, -15, 1, 106, -10, .
> COc1ccccc1Nc1nc(-c2cccs2)cs1
→ 0, -1, 3, 3, -32, 5, 120, 3, 17
> CC(C)(C)c1ccc(OCc2nc(-c3ccccn3)no2)c(Br)c1
→ -6, -2, 8, 1, 27, 3, 78, -9, 65
> O=C(COc1ccc2ccccc2c1)NC1=NCCS1
→ -1, ., 10, ., 3, -1, ., -3, 8
> CN1C(=O)c2ccc(NC(=O)C3CCCCC3)cc2C1=O
→ -4, -1, -2, 5, -24, -10, 110, -3, -14
> COc1ccc(/C(O)=C(\C#N)c2nc3ccccc3n2C)cc1OC
→ -4, ., 7, ., 19, 7, ., 5, 9
> CSc1ccc(/C=N/n2c(C)cc(C)cc2=O)cc1
→ -4, -7, -1, 12[fluorescence artefact?], 4, 4, 82, -1, -10
> O=C(CN1CCCC1)N1c2ccccc2Sc2ccc(C(F)(F)F)cc21
→ ., -5, 3, -7, -15, 0, 112, -15, .
> CC1=Nc2ccccc2/C1=C\c1nc(-c2ccc(F)cc2)oc1O
→ -1, -1, 52*, 1[fluorescence artefact?], -37, -1, 101, -12, -34
> COCC(C)n1c(SCc2ccc(C(=O)OC)o2)nc2ccccc2c1=O (stereo not drawn)
→ 3, -3, 3, 23, -10, 0, 117, -8, 7
> CCOC(=O)N1CCC(NC(=O)C2CCN(C(=O)N3CCOc4ccccc43)CC2)CC1
→ -3, -7, -3, 2, 18, -1, 100, 55*, 4
> COc1ccc(C2C(C#N)=C(N)Oc3cc4c(cc32)OCO4)cc1 (stereo not drawn)
→ 6, -2, 8, 6, 11, 2, 82[fluorescence artefact?], -1, -23
> C/C(=N\NC(=O)c1c(Br)c(C)nn1C)c1cccc(NC(=O)C2CCC2)c1
→ ., ., 2, ., -35, -3, ., -16, .
> CCCn1c(SCC(=O)Nc2sc(C)c(C)c2C(=O)OC)nc2c1c(=O)n(C)c(=O)n2C
→ 2, 51*, ., 47[fluorescence artefact?], ., ., 246*, ., -17
> O=C(Cc1cccs1)N/N=C/C(Br)=C/c1ccccc1
→ ., ., 3, ., -13, 1, ., -19, .
> Cc1ccnc(N2CCCC(C(=O)Nc3nnc(C)s3)C2)n1 (stereo not drawn)
→ -2, 7, ., 18[fluorescence artefact?], ., ., 106, ., -14
> CCCCC(CC)CNC(=O)CN(C)S(=O)(=O)c1cccc2nsnc12 (stereo not drawn)
→ -2, 5[fluorescence artefact?], 11, 8[fluorescence artefact?], 0, 5, 118, 7, 9
> O=C(Nc1ccccc1C(=O)N1CCOCC1)C1COc2ccccc2O1 (stereo not drawn)
→ -2, 0, 1, 0, -10, 2, 89, -11, .
> Cc1ccnc(NC(=O)c2cc(S(=O)(=O)N3CCCCC3)ccc2Cl)c1
→ -3, -1, 5, -2, -12, 0, 124[fluorescence artefact?], -29, -29
> COc1ccc(C2=NOC3(CC(=O)N(c4ccc(Cl)cc4)C3=O)C2)c(OC)c1 (stereo not drawn)
→ 0, 2, 0, -7, 0, -4, 108, -10, -4
> CC(C)OC(=O)CC(=O)CSc1nc2c(cc1C#N)CCCC2
→ 2, -5, ., -5, ., ., 113, ., -19
> N#CC1=C(Nc2ccc(Br)cc2)CCC1
→ -5, -2[fluorescence artefact?], 1, -4[fluorescence artefact?], 0, -4, 112, -13, 5
> Cc1nn(Cc2cccc(C(=O)Nc3ccn(Cc4c(F)c(F)cc(F)c4F)n3)c2)c(C)c1[N+](=O)[O-]
→ -3, ., 8, ., -1, 6, ., -1, 12
> CC12CCC(C(=O)NCc3ccc4c(c3)OCO4)(OC1=O)C2(C)C (stereo not drawn)
→ -1, -5, 2, 3, -3, 1, 115, -5, -3
> COC(=O)c1ccccc1Nc1ccccc1
→ 3, 0[fluorescence artefact?], 11, 2[fluorescence artefact?], -36, -2, 110, 11, -7
> CCOc1ccc2c(c1)c1nnc(SCC(=O)N3CCC(C)CC3)nc1n2C
→ 2, 16, -6, 13, -11, 2, 93, -4, -35
> O=C(NC1CCCCC1)C(c1ccco1)N(C(=O)C(F)(F)F)C1CC1 (stereo not drawn)
→ ., 1, 4, -7, 1, 7, 111, -10, .
> CCN(CCNC(=O)CC1Oc2ccccc2NC1=O)c1ccccc1 (stereo not drawn)
→ 1, -2, 4, 3, 12, -5, 91, 10, -12
> CC(C)(C)c1cc(C(=O)NCc2ccco2)ccn1
→ -4, -15, -3, -6, -11, 1, 98, -11, -5
> Cc1nn(CC(=O)Nc2ccc(C(=O)N3CCCC3)cc2)c(=O)c2ccccc12
→ -3, -2, ., -5, ., ., 119, ., 3
> CCOc1ccccc1Nc1nc(-c2sc(NC(=O)c3ccccc3)nc2C)cs1
→ 2, ., -1, ., -39, 2, ., -15, -6
> CS(=O)(=O)N1CCN(C2CCN(Cc3ccccc3)CC2)CC1
→ 3, -9, 6, -5, -36, -4, 105, -8, -9
> COc1ccc(S(=O)(=O)N2CCC(C(=O)Nc3cccc(C(C)=O)c3)CC2)cc1
→ ., 20, 6, -1, -3, 0, 115, -8, .
> O=C(Nc1nc2nc(-c3ccccc3)cc(=O)n2[nH]1)c1ccccc1
→ -5, -3, 4, -7, 2, -4, 96, -11, -6
> CC(NS(=O)(=O)c1ccccc1)C(=O)Nc1ccc(S(N)(=O)=O)cc1 (stereo not drawn)
→ ., -24, 14, -24, 14, -2, 106, -10, .
> O=C(/C=C/Sc1ncn[nH]1)c1ccc(Cl)cc1
→ ., ., 0, ., -34, -8, ., 0, .
> COC(=O)c1ccc(=O)n(Cc2ccc3c(c2)OCO3)c1
→ -1, 17[fluorescence artefact?], 6, -10, 0, -2, 118, -9, 2
> O=C(Nc1c(-c2ccccc2)nc2sccn12)c1ccccc1
→ 0, 72*[fluorescence artefact?], ., 71*[fluorescence artefact?], ., ., 71, ., 36
> CCC(C)c1ccc(OCCCCN2CCOCC2)cc1 (stereo not drawn)
→ 0, -7, 8, 0, 17, 0, 113, -1, -25
> CCC(=O)N(CCc1ccccc1C)Cc1cc2cc3c(cc2[nH]c1=O)OCO3
→ -1, 29, -3, 19, 3, 0, 81[fluorescence artefact?], 0, -9
> CCCCC(c1nnnn1CS(=O)(=O)c1ccc(C)cc1)N1CCN(c2ccccc2)CC1 (stereo not drawn)
→ 2, 1, -2, -3, -1, -1, 110, -4, -41
> Cc1ccc(C)n1-n1c(C)nc2scc(-c3cccs3)c2c1=O
→ -1, 0, ., -4, ., ., 67, ., -3
> COc1ccc(S(=O)(=O)C(C#N)c2nc3ccccc3nc2N2CCCC(C)C2)cc1 (stereo not drawn)
→ ., -1, 38*, 4, -32, -4, 88, -15, .
> CSc1cccc(NC(=O)c2ccccc2N(C)S(C)(=O)=O)c1
→ -3, 9, 4, 5, -28, 0, 107, -12, -12
> CCN(CC)c1ccc(/C=N/n2c(=S)[nH]nc(C)c2=O)cc1
→ 0, ., 3, ., -6, -3, ., 7, 6
> COc1cc(S(=O)(=O)N2CCC(c3nc4ccccc4s3)CC2)ccc1S(=O)(=O)N1CC(C)CC(C)C1 (stereo not drawn)
→ ., -14, 11, -19, 18, -2, 90, -5, .
> Cc1ccc2cc(CN(Cc3ccc4c(c3)OCO4)Cc3nnnn3Cc3ccco3)c(=O)[nH]c2c1C
→ 1, 3, 1, 0[fluorescence artefact?], -19, 2, 113, -6, 12
> Cc1ccc(S(=O)(=O)CCc2nnc(NC(=O)C3CCCO3)s2)cc1 (stereo not drawn)
→ -1, 2[fluorescence artefact?], 2, 4[fluorescence artefact?], -3, -3, 107, -17, -25
> O=C(c1cccc(-n2cnnn2)c1)N1CC=C(c2ccccc2)CC1
→ -3, -4, 0, 46, -9, -2, 103[fluorescence artefact?], -9, 10
> COc1cc(S(=O)(=O)N2CCN(Cc3ccccc3)CC2)ccc1Br
→ -2, -27, 19, -19, 5, 0, 103, -12, -4
> CCCOc1cccc(C(=O)N(Cc2cccs2)C2CCS(=O)(=O)C2)c1 (stereo not drawn)
→ -2, 0, -2, -10, -6, -4, 107, 0, -1
> CCOc1ccc(-n2c(=S)sc3c(=O)[nH]c(SCC(=O)NC(C)CC)nc32)cc1 (stereo not drawn)
→ -1, -5, -1, -3, -8, -4, 105, 15, -15

4 structures from above, arranged by heavy-atom count, ascending:
Each structure is followed by: Mac1 fbg enh, ERa coact inh, HIV Rev-RRE inh, ERb SRC1 inh, PLK1 PBD inh, FAK blocker, ERa coact pot, PLK1 inh, Mac1 fbg inh
> CCC(C)c1ccc(OCCCCN2CCOCC2)cc1 (stereo not drawn)
→ 0, -7, 8, 0, 17, 0, 113, -1, -25
> CS(=O)(=O)N1CCN(C2CCN(Cc3ccccc3)CC2)CC1
→ 3, -9, 6, -5, -36, -4, 105, -8, -9
> CCCCC(CC)CNC(=O)CN(C)S(=O)(=O)c1cccc2nsnc12 (stereo not drawn)
→ -2, 5[fluorescence artefact?], 11, 8[fluorescence artefact?], 0, 5, 118, 7, 9
> CCC(=O)N(CCc1ccccc1C)Cc1cc2cc3c(cc2[nH]c1=O)OCO3
→ -1, 29, -3, 19, 3, 0, 81[fluorescence artefact?], 0, -9
